Screening results: PubChem, several laboratories
hK5 inh = kallikrein 5 (human) inhibition | Q9Y337 | recombinant hK5, fluorogenic AMC substrate cleavage | inhibition, % at 5 µM | 210,000 compounds, 0.59% hits | AID 873;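 active = inhibition of 40% or more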;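 also: 0% = enzyme controls without compound and 100% = no-enzyme blanks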
FXIIa inh = blocks human coagulation factor XIIa protease activity; P00748; purified FXIIa, Boc-QGR-AMC fluorogenic substrate, 2 h; inhibition, % at 5 µM; 220,000 compounds, 0.3% hits; AID 800; in the data active = inhibition above about 40%;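 also: 0% = enzyme with no compound and 100% = blank without enzyme; many of its hits are not listed in these tables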
Target sequence (P00748 20-372 limits assumed): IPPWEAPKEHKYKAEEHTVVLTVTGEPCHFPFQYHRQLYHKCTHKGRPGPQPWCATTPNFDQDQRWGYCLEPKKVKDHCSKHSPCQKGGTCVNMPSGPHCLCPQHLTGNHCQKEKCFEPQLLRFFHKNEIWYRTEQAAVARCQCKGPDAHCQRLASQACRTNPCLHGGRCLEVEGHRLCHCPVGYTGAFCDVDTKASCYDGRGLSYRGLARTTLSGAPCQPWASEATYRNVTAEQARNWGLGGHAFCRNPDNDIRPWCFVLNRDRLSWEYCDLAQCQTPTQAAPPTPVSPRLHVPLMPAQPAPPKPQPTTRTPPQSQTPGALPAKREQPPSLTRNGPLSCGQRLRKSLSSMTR
Target sequence (P00748 373-615 limits assumed): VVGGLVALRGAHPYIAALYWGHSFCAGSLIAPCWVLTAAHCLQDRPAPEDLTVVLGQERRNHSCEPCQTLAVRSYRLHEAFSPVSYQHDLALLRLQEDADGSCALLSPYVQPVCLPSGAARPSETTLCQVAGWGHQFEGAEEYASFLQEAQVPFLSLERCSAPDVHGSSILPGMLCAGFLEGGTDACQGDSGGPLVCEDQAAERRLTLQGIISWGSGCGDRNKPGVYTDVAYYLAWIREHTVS
KCC2 mod = KCC2 (human) Cl- transport modulation. KCC2 cells, thallium flux FluoZin-2 fluorescence. AID 1456. Q9H2X9. 190,000 compounds, 2.2% hits. B-score of Tl+ flux slope (higher = more flux/activation; lower = inhibition) at 10 µM;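 active = thallium flux slope and its plate-corrected score both differing from the plate sample mean at a set confidence after two filtering rounds, in either direction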;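 also: slope of fluorescence scaled to starting intensity during 10 to 20 s after thallium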
Rad51 HR inh = Rad51 (human) homologous recombination inhibition. Q06609. hRad51 DNA strand exchange, fluorescence dequenching. inhibition, % at 10 µM. 200,000 compounds, 0.085% hits. AID 1385;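 active = inhibition above 40% at the single screening dose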;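 also: 0% = DMSO control wells and 100% = blanks with heterologous ssDNA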
Target sequence (Q06609 whole entry, looked up): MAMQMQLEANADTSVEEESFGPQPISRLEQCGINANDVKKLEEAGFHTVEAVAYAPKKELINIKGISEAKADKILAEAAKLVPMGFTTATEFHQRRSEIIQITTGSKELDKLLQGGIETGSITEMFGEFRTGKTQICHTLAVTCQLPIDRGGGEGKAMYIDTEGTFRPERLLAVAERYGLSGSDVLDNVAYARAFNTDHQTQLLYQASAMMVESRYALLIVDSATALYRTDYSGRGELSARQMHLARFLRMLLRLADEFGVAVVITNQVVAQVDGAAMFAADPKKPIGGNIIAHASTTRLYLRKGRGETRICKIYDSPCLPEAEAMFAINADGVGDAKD
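Assay system: Human Rad51 nucleoprotein filaments preassembled on unlabelled ssDNA | Reagent: Donor/quencher-labelled 47-bp dsDNA substrate | Doses: One concentration, 10 µM final | Times: 37 °C 15-min filament assembly, 30-min compound preincubation, 15-min exchange | Technique: Fluorescein emission 520 nm, excitation 485 nm | Benchmarks: Plate control and blank wells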
Hck Nef HTS = human Hck-Nef kinase inhibition; Recombinant Hck-YEEI plus Nef, Z-Lyte FRET kinase assay; 220,000 compounds, 0.68% hits; inhibition, % at 20 µM; P08631;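 active = Hck-Nef kinase inhibition above about 50%, limit read from the data; inactive = inhibition below that limit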;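 also: 0% = DMSO with Hck plus Nef and 100% = Hck alone without Nef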
thrombin 1536 = thrombin (human) inhibition. alpha-thrombin, Boc-VPR-AMC fluorogenic substrate cleavage. inhibition, % at 5 µM. 220,000 compounds, 0.26% hits;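 active = inhibition at or above 40%; inactive = inhibition below 40%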;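 also: 0% = enzyme with no compound and 100% = wells without enzyme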
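Test system: human alpha-thrombin; medium: pH 7.5 Tris-saline with Tween 20; times: reaction at room temperature; signal: AMC fluorescence at 355 nm excitation and 460 nm emission; also added: Boc-VPR-AMC substrate, 15 µM final; dosing: one concentration per compound, 5 µM, with 0.2% DMSO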
FXIa inh 1536 = blocks human coagulation factor XIa protease activity; inhibition, % at 5 µM; P03951; AID 798; 220,000 compounds, 0.14% hits; purified FXIa, Boc-Glu-Ala-Arg-AMC fluorogenic substrate;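 active = inhibition of at least 40%; inactive = inhibition below 40%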;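 also: fluorescence of freed AMC excited at 355 nm; 0% = enzyme without compound and 100% = no enzyme blank; many of its hits are not listed in these tables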
L929 necroptosis = L929 zVAD cell death inhibition; 220,000 compounds, 0.38% hits; AID 1377; L929 zVAD necroptosis rescue, ATP luminescence, 24 h; with zVAD 60 µM; viability rescue, % at 10 µM;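 active = activation, scaled between plate controls, above about 75%, limit read from the data; inactive = activation under that limit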;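 also: 0% = zVAD with DMSO and 100% = DMSO alone without zVAD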
TNF death inh = TNF-alpha cell death inhibition in Jurkat FADD-/- cells | 220,000 compounds, 0.068% hits | activation (protection from cell death), % at 10 µM | Jurkat FADD-/- TNF necroptosis rescue, ATP luminescence, 24 h; 0 = TNF only, 100 = no-TNF cells;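 active = activation, meaning protection from cell death, of at least 50% relative to plate controls; inactive = activation below 50%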;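 also: necroptosis triggered by 40 ng/mL TNF-alpha added together with compound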
Numbers without * were called inactive; x = not tested or not shown.

SMILES	hK5 inh	FXIIa inh	KCC2 mod	Rad51 HR inh	Hck Nef HTS	thrombin 1536	FXIa inh 1536	L929 necroptosis	TNF death inh
O=C(NCCO)Nc1ccc(Cl)cc1	-7	-2	1.2	-30	4	-1	-6	0.1	-0.3
CCOC(=O)N1CCN(c2c(NCCc3ccccc3)c(=O)c2=O)CC1	1	11	-0.22	0	-1	1	4	0.7	0.2
Cc1cccc(NC(=S)NNC(=O)c2ccc(O)cc2O)c1C	-27	10	0.2	-10	0	6	-2	27	-1.7
OCCC1CN(Cc2cc(F)ccc2-n2cccn2)CCN1C1CCCC1 (stereo unspecified)	-2	10	-1	7	17	2	0	-0.2	0.6
COc1cc(/C=N/NS(=O)(=O)c2ccc(C(C)(C)C)cc2)cc([N+](=O)[O-])c1O	x	13	-2	-15	2	1	6	-0.5	0.2
NC(=O)c1ccccc1NC(=O)/C=C/C(=O)O	-1	-19	0.63	0	-21	-7	-9	-0.7	0.0
O=C(COc1ccccc1F)Nc1ccc(S(=O)(=O)NCc2ccco2)cc1	-38	26	0.01	7	2	2	17	1.6	0.6
CCCOC(=O)CCCCCCCCC(O)CN1CCCCC1 (stereo unspecified)	0	5	-0.029	2	26	x	1	0.9	-0.4
Nc1ccc2nc3n(c(=O)c2c1)CCC3	-6	9	1.2	5	0	0	5	1.7	-0.1
Cc1ccc(C(=O)Nc2ccc(C)c(S(=O)(=O)N(C)C)c2)s1	-12	4	0.55	5	4	1	6	0.5	0.5
Cc1ccccc1-n1ccnc1SCC(=O)O	-5	0	-0.59	4	0	-5	-16	0.8	1.2
COc1cccc(/C=N/n2c(SC)nnc2-c2ccccc2)c1OC	0	10	x	-3	1	0	0	-0.1	0.0
O=S(=O)(c1ccc(Cl)c(S(=O)(=O)N2CCCC2)c1)N1CCCC1	3	8	-1	x	20	-4	0	-0.2	-0.5
Cc1cc(C(=O)OCC(=O)Nc2cccc(S(=O)(=O)N(C)C)c2)c2ccccc2n1	-8	4	-2.9*	2	13	-1	-5	4.9	-0.7
CCOc1ccc(OCC)c(S(=O)(=O)NCc2ccccn2)c1	0	13	0.0079	-2	1	2	1	-0.2	-0.5
COc1cc(C(c2nnnn2C2CCCC2)N2CCN(C)CC2)cc(OC)c1OC (stereo unspecified)	2	1	x	18	1	-7	-7	3.1	1.0
CCc1c(O)nc(SCC(=O)Nc2ccc(OC)cc2)n(C2CCCCC2)c1=O	-14	11	x	-11	0	-1	-12	4.5	0.9
COc1ccc(N2CCN(C(=O)CSc3nnc(-c4cc5ccccc5cc4O)n3C)CC2)cc1	-23	14	0.46	-8	2	3	4	1.4	-7.5
CN1CCN(c2cc3c(cc2F)c(=O)c(C(=O)O)cn3CCF)CC1	0	8	0.58	17	6	-1	-8	0.1	2.1
O=C(COC(=O)c1cnccn1)NCc1ccc(Cl)cc1	0	8	0.44	-45	14	0	1	-0.2	-0.4

Whole records, looked up by structure.
Results for CCCOC(=O)CCCCCCCCC(O)CN1CCCCC1 (stereo unspecified) : hK5 inh = 0; FXIIa inh = 5; KCC2 mod = -0.029; Rad51 HR inh = 2; Hck Nef HTS = 26; thrombin 1536 = x; FXIa inh 1536 = 1; L929 necroptosis = 0.9; TNF death inh = -0.4
Results for Cc1cc(C(=O)OCC(=O)Nc2cccc(S(=O)(=O)N(C)C)c2)c2ccccc2n1 : hK5 inh = -8; FXIIa inh = 4; KCC2 mod = -2.9*; Rad51 HR inh = 2; Hck Nef HTS = 13; thrombin 1536 = -1; FXIa inh 1536 = -5; L929 necroptosis = 4.9; TNF death inh = -0.7
Results for O=C(NCCO)Nc1ccc(Cl)cc1 : hK5 inh = -7; FXIIa inh = -2; KCC2 mod = 1.2; Rad51 HR inh = -30; Hck Nef HTS = 4; thrombin 1536 = -1; FXIa inh 1536 = -6; L929 necroptosis = 0.1; TNF death inh = -0.3

Carrying on:
SMILES	hK5 inh	FXIIa inh	KCC2 mod	Rad51 HR inh	Hck Nef HTS	thrombin 1536	FXIa inh 1536	L929 necroptosis	TNF death inh
CCOC(=O)c1ccc(NC(=O)COc2ccc(S(=O)(=O)NC(C)CC)cc2)cc1 (stereo unspecified)	-20	9	0.34	2	0	-6	-3	0.1	-1.0
CCn1cc(C(=O)N2CCc3ccccc3C2)c(=O)c2cc(S(=O)(=O)N3CCCCC3)ccc21	1	9	-0.86	x	2	2	4	x	-0.9
CC1CCCCC1NC(=O)/C=C/c1nc2ccccc2s1 (stereo unspecified)	-3	0	-1.9	-8	16	17	-3	3.1	1.8
Cn1c(Cc2ccccc2)nnc1SCC(=O)Nc1ccccc1	14	15	x	-143	10	19	15	-2.8	0.6
O=C(Cn1c(=O)[nH]c2ccccc2c1=O)N1CCN(c2cccc(Cl)c2)CC1	1	8	-0.83	x	17	3	6	1.4	0.6
COc1ccc(OCC(O)CNC(=O)/C=C/c2cccc([N+](=O)[O-])c2)cc1 (stereo unspecified)	-9	1	-1.5	2	18	-4	0	3.1	0.1
O=C(c1ccco1)N1N=C(C2CCCCC2)CC1(O)C(F)(F)F (stereo unspecified)	-8	10	-0.74	6	30	-5	1	4.4	-0.4
O=C(C1=C[C@@H](C2CCCCC2)C[C@@H](OCc2ccc(CO)cc2)O1)N1CCN(Cc2ccc3c(c2)OCO3)CC1	-3	6	0.92	1	-2	-5	-3	0.2	0.8
CCOC(=O)c1sc2nc3c(cc2c1N)COC(C)(CC)C3 (stereo unspecified)	-28	-4	-0.47	1	8	-6	-15	1.2	1.5
Cc1nonc1NC(=O)N1CCCC1	31	7	x	5	3	-3	-5	1.8	2.0
CC1Cn2c(nnc2-c2cccc(N)c2)S1 (stereo unspecified)	1	3	0.45	-3	-1	2	2	1.6	1.8
NC(=O)Cn1nnc(-c2ccc(C(F)(F)F)cc2)n1	6	8	x	-9	0	-5	6	1.5	0.5
O=C(Nc1ccc(S(=O)(=O)N2CCc3ccccc32)cc1)c1ccc2c(c1)OCO2	6	13	0.17	-4	6	2	-1	0.6	-3.1
COc1ccccc1OCC(=O)NCCSCc1ccc(Cl)cc1	7	9	-1.8	-8	5	6	0	0.4	0.8
CCOCCn1c(N2CCN(c3ccccc3)CC2)nc2c1c(=O)[nH]c(=O)n2C	-5	9	0.68	-5	19	2	-1	-1.0	0.1
CCC1CCC(c2nnc(-c3ccc(Br)cc3)o2)CC1 (stereo unspecified)	-22	4	0.23	-4	-1	-6	-4	1.6	2.5
CC(=O)Nc1sc(C)c(C)c1C(=O)Nc1ccc(C)cc1	-7	-2	x	1	3	5	0	0.2	-2.3
Cn1c(=O)c(C=Nc2ccccc2)c(O)c2ccccc21	0	10	x	10	14	-2	4	-0.4	-6.6
CCCOC(=O)C1[C@H]2C(=O)N(CCCOC)C[C@]23C=C[C@H]1O3 (stereo partly specified)	1	-7	1.2	-2	1	-7	-6	-0.3	-1.4
COc1cccc(-c2nnc3sc(C4CCCCC4)nn23)c1	9	12	-0.19	-1	0	-4	-4	0.4	2.0
COc1ccc(N2C(=S)N(C(=O)c3ccccc3)C(=Nc3ccccc3)C2=Nc2ccccc2)cc1	x	x	1.2	-2	-3	x	x	x	-1.8
O=Nc1c2ccc[nH]c-2c2ccc([N+](=O)[O-])cc12	8	5	-0.11	10	27	-2	1	75*	0.7
O=C(Nc1nnc(C2=COCCO2)o1)C1CCCCC1	-5	x	0.089	-2	-20	-7	-6	1.8	0.6
CCOC(=O)C1=C(C(F)(F)F)Nc2ncnn2C1c1ccc(OC)c(OC)c1OC (stereo unspecified)	-22	3	0.63	-4	4	-5	-3	0.2	1.7
COc1ccc(-c2nnc(N(C)C(=O)C3CCOC3)s2)cc1 (stereo unspecified)	-5	14	0.58	3	15	-4	4	-0.5	-0.6
Cc1c(Cl)cccc1NC(=O)CC1NCCNC1=O (stereo unspecified)	-1	6	0.48	-2	1	-5	-5	0.1	-0.9
Cc1ccc2c(c1)N(CC(=O)N(Cc1ccc3c(c1)OCO3)CC1CCCO1)C(=O)C(C)O2 (stereo unspecified)	-8	12	-1.9	-4	2	5	2	-0.4	-1.2
CCn1c(=O)[nH]c2cc(C(=O)Nc3cc(C)cc(C)c3)ccc2c1=O	-5	10	-0.15	-5	24	-5	5	-0.1	0.0
O=C(CSc1nc2c(c(=O)n1-c1ccc(Cl)cc1)SCC2)N1CCOCC1	-3	5	-0.55	-1	20	-7	-6	-1.0	0.4
O=C(Cc1ccccc1)Nc1c(C(=O)N2CCCCCC2)cnn1-c1ccccc1	-8	7	x	-4	7	-3	-2	1.1	-0.3
CC(C)N(CC#CCC1(O)c2ccccc2-c2ccccc21)CCO	-10	9	0.47	2	1	-3	5	-0.1	-2.1
Cc1ccc(S(=O)(=O)N2CCCCC2C(=O)N2CCN(C)CC2)cc1 (stereo unspecified)	5	8	1.3	0	0	-3	-1	-0.2	3.6

In the list so far, 3 have a nitro group on carbon.
SMILES	hK5 inh	FXIIa inh	KCC2 mod	Rad51 HR inh	Hck Nef HTS	thrombin 1536	FXIa inh 1536	L929 necroptosis	TNF death inh
COc1cc(/C=N/NS(=O)(=O)c2ccc(C(C)(C)C)cc2)cc([N+](=O)[O-])c1O	x	13	-2	-15	2	1	6	-0.5	0.2
COc1ccc(OCC(O)CNC(=O)/C=C/c2cccc([N+](=O)[O-])c2)cc1 (stereo unspecified)	-9	1	-1.5	2	18	-4	0	3.1	0.1
O=Nc1c2ccc[nH]c-2c2ccc([N+](=O)[O-])cc12	8	5	-0.11	10	27	-2	1	75*	0.7

Random excerpt: two entries already listed.
SMILES	hK5 inh	FXIIa inh	KCC2 mod	Rad51 HR inh	Hck Nef HTS	thrombin 1536	FXIa inh 1536	L929 necroptosis	TNF death inh
CCOC(=O)C1=C(C(F)(F)F)Nc2ncnn2C1c1ccc(OC)c(OC)c1OC (stereo unspecified)	-22	3	0.63	-4	4	-5	-3	0.2	1.7
O=C(Nc1nnc(C2=COCCO2)o1)C1CCCCC1	-5	x	0.089	-2	-20	-7	-6	1.8	0.6

4 compounds from above, sorted by the value under FXIa inh 1536, descending:
structure,FXIa inh 1536
CCn1c(=O)[nH]c2cc(C(=O)Nc3cc(C)cc(C)c3)ccc2c1=O,5
O=C(Cc1ccccc1)Nc1c(C(=O)N2CCCCCC2)cnn1-c1ccccc1,-2
CCOC(=O)C1=C(C(F)(F)F)Nc2ncnn2C1c1ccc(OC)c(OC)c1OC (stereo unspecified),-3
O=C(CSc1nc2c(c(=O)n1-c1ccc(Cl)cc1)SCC2)N1CCOCC1,-6

Some of the compounds tested (hit frequency here may not be typical).
